# NSD2 inh = NSD2 (human) methyltransferase inhibition; O96028; NSD2 peptide methylation, AlphaScreen, 120 min; inhibition, % at 12.5 µM; 0.54% of 310,000 active; in the data active = inhibition above about 50%
# PvdQ inh = blocks Pseudomonas aeruginosa PvdQ acylase activity. inhibition, % at 10 µM. 0.063% of 340,000 active. purified PvdQ acylase, fluorescence plate reader; in the data active = inhibition above about 30%, passing the limit was not always enough; inconclusive = no clear call, values can overlap the other calls;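 note: 0% = vehicle neutral wells and 100% = reference inhibitor wells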
# PKA-R2B activ = activators of human PKA-R2B complex; PKA-R2B holoenzyme dissociation, Cy5-IP20 fluorescence polarization; R2B truncated from residue 108, S112A mutant; 0% DMSO only, 100% 113 µM cGMP; 0.079% of 340,000 active; activation, % at 11.4 µM; P22694+P31323;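 active = activation above a cutoff set at the mean over all compounds plus 3 SD, cut at about 18% in these data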;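 note: higher means more holoenzyme dissociation and a rise in polarization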
# Target sequence (P31323 whole entry, looked up, other chains not shown, the tested form may be a part): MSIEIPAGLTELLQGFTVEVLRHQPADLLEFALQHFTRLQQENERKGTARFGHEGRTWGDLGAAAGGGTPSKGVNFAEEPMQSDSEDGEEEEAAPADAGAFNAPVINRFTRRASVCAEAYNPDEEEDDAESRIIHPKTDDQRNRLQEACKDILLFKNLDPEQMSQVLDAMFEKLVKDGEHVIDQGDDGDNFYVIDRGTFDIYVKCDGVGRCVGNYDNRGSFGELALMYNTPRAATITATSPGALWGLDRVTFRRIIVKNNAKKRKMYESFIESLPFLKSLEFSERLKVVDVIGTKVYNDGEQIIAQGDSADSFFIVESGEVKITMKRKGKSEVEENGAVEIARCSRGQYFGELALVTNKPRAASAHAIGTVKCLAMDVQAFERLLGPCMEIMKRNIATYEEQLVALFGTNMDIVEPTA
# SR-BI DiI-HDL act = enhances SR-BI lipid uptake from DiI-HDL. CHO ldlA[mSR-BI] cells, DiI-HDL uptake fluorescence, 3 h; 100 = double the neutral-control signal. activation, % at 12.5 µM. 0.096% of 320,000 active;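 active = mean replicate activation of at least 60% and every replicate at or above 60%; inconclusive = mean or all-replicate condition met, but not both; inactive = mean below 60% and not all replicates reaching 60%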;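 note: 0% = median plate neutral-control signal and 100% = twice that signal; values of inactives mirror those of a sister screen read the other way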
#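 Test system: SR-BI-overexpressing, LDLR-lacking CHO cells; Also added: labelled HDL, 10 µg/mL; Measured by: bottom-read cell fluorescence after medium removal, ex 550/em 595 nm; Timing: 3 h uptake period with compound, 37 °C; Buffer or medium: F12, 0.5% BSA, 25 mM HEPES; Doses: single compound concentration, delivered by pin transfer.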
# LANA DNA inh = inhibitors of KSHV LANA C-terminal domain DNA binding | MBP-C-LANA/FAM-LBS DNA binding, fluorescence polarization | inhibition, % at 9 µM | 0.078% of 340,000 active;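 active = highest replicate inhibition at or above 60% at 9 µM, even if other replicates fall short; inactive = all replicates below 60% inhibition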;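 note: 0% = neutral control wells and 100% = 4 µM acridine orange control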
# Keap1-Nrf2 PPI = Keap1-Nrf2 (human) interaction inhibition; Q14145; Keap1 Kelch-Nrf2 peptide fluorescence polarization, 1536-well; inhibition, % at 9.4 µM; 0.15% of 340,000 active; AID 504523; in the data active = inhibition above about 12%; inconclusive = no clear call, values can overlap the other calls; inactive = below about 7.3%;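 note: human Keap1 Kelch domain with fluorescein labeled Nrf2 9mer peptide probe; 0% = neutral control wells and 100% = peptide positive control; higher means more block of Keap1 binding to Nrf2 peptide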
# SR-BI HDL uptake = mouse SR-BI HDL lipid transfer inhibition | ldlA[mSR-BI] CHO cells, DiI-HDL uptake fluorescence, 3 h | inhibition, % at 12.5 µM | 0.96% of 320,000 active | AID 488896 | Q61009;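 active = mean replicate inhibition of at least 70% and a set share of replicates each scoring 70 or more; inconclusive = meets just one of the two criteria; inactive = fails both criteria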;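 note: 0% = median of neutral control wells and 100% = median of positive control wells; values of inactives mirror those of a sister screen read the other way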
# Target sequence (Q61009 whole entry, looked up): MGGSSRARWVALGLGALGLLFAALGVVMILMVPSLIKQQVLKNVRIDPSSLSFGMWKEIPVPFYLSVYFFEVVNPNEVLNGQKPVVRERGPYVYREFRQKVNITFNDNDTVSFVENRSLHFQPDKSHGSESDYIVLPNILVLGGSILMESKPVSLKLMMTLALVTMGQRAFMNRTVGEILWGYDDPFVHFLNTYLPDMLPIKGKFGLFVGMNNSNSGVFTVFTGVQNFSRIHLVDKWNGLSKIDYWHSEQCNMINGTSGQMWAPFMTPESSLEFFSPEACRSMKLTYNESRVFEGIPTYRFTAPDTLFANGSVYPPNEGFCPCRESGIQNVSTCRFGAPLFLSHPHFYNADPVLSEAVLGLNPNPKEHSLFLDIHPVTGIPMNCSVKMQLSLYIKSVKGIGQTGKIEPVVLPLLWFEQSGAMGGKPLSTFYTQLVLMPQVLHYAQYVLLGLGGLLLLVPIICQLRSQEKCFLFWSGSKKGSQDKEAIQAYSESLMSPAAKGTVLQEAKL
# DAGLB inh = diacylglycerol lipase beta (human) inhibition; Q8NCG7; HEK293T DAGLB membrane lysate, EnzChek fluorogenic substrate; inhibition, % at 5.17 µM; 0.059% of 340,000 active; AID 504411; in the data active = inhibition above about 34%;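 note: 0% = enzyme with vehicle and 100% = wells lacking enzyme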
# Arr AP2 block = inhibitors of human beta-arrestin and AP2 interaction; FITC-arrestin peptide / GST-AP2 beads, flow cytometry; AP2 beta2 appendage carries R879A mutation; inhibition, % at 10 µM; 0.31% of 340,000 active; AID 504490;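 active = inhibition above a set limit, near 3 SD of compounds lacking own fluorescence, cut at about 54% in these data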;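 note: plate controls were DMSO wells for no effect and 5 µM unlabelled arrestin peptide for full effect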
#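 test system = AP2 appendage R879A on GSH beads | buffer or medium = PBS plus Tween 20 (0.05%) and BSA (0.1%) | incubation = 12 min plus 1 h, RT | detection = bead flow cytometry, FITC channel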
# RTF Ca sens inh = cardiac RTF calcium desensitization. P19429+P45379. IANBD-labeled cardiac RTF, Ca2+ fluorescence. inhibition, % at 7.15 µM. 0.12% of 340,000 active. AID 493244;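 active = inhibition above the mean inhibition of all tested compounds plus 3 SD, cut at about 17% in these data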;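 note: assay run at fixed EC70 calcium of 1.6 mM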
# * hit, by the source's call; ? = inconclusive; . = not tested or not shown.
SMILES,NSD2 inh,PvdQ inh,PKA-R2B activ,SR-BI DiI-HDL act,LANA DNA inh,Keap1-Nrf2 PPI,SR-BI HDL uptake,DAGLB inh,Arr AP2 block,RTF Ca sens inh
O=S(=O)(Nc1ccccc1)C1CCCCC1,0,-13,8,14,0.2,-4,-14,0,-6,-4
O=C(Nc1nccs1)c1cc([N+](=O)[O-])ccc1Cl,-7,-5,-18,21,0.3,3,-21,2,-10,-14
O=C(c1ccco1)N1CCN=C1SCc1cccnc1,6,-16,-3,-4,0.5,-3,4,-3,-4,-13
Cc1cc(NC(=O)Cn2nnc(-c3ccccc3N)n2)no1,2,-1,-1,36,2.5,3,-36,1,-3,1
O=[N+]([O-])c1ccc2oc(C3CCCCC3)nc2c1,-2,-15,-2,3,-0.5,-4,-3,-4,13,2
COCCN1Cc2cccc(C(=O)NCc3ccccn3)c2C1=O,.,-6,3,22,0.2,-4,-22,2,2,1
O=C(Nc1ccc(C(F)(F)F)cc1)C1CCN(S(=O)(=O)c2ccc(N3CCCC3=O)cc2)CC1,-3,-5,4,-35,1.0,3,35,0,38,-8
O=[N+]([O-])c1cc(/C=N\Nc2nc(-c3ccccc3)cs2)ccc1O,18,-8,-1,-30,-2.8,-2,30,28,7,1
CN(Cc1ccccc1F)C(=O)c1ccc(Oc2ccccc2)cc1,1,0,-14,12,0.5,-3,-12,-8,1,-1
Cn1c(=O)c2c(ncn2CC(=O)N/N=C/C=C/c2ccccc2)n(C)c1=O,-2,-11,-13,15,1.2,-3,-15,1,-8,-10
Cc1cccc2cc(C#N)c(NCCCn3ccnc3)nc12,-7,-7,5,5,-1.3,-1,-5,0,-3,-7
COc1ccc(CNC(=O)C2=CCN(S(=O)(=O)c3ccc(C)cc3)CC2)cc1,-6,-1,3,12,-0.2,1,-12,-2,3,6
C[C@H](NC(=O)[C@@H]1Cc2ccccc2CN1)C(=O)Nc1ccc2c(c1)OCCO2,1,8,6,1,-1.3,0,-1,0,20,-6
CCOC(=O)c1c(CN2CCN(Cc3ccccc3)CC2)n(C)c2cc(Br)c(OC)cc12,-1,-7,-17,-10,0.2,-1,10,-5,4,-5
COC(CNC(=O)c1ccc2nc(-c3ccccc3)c(-c3ccccc3)nc2c1)OC,.,-9,10,-80,0.3,-6,80*,0,0,-6
COc1cccc(CN(C)C(=O)CN2C(=O)NC(c3ccccc3)(c3ccccc3)C2=O)c1OC,0,-3,-6,23,4.8,1,-23,-2,7,-3
COc1cc(OC)cc(-c2c(-c3cccs3)c3cc(-c4ccc(OC)nc4)ccc3n2C)c1,.,-2,-4,-61,-0.2,-5,61,0,2,2
COc1cccc(S(=O)(=O)NCc2ccc(C(=O)NCc3ccccn3)cc2)c1,-2,11,-2,7,-0.7,4,-7,-3,28,-3
CO/N=C(/CS(=O)(=O)c1ccc(Br)cc1)c1ccc(OC)cc1,-3,-10,-2,-24,1.5,-2,24,-16,-6,0
O=[N+]([O-])c1ccc(COc2ccccc2CN2CCCC2)cc1,.,-12,-4,-11,1.4,-4,11,1,16,-11
Cc1nn(-c2cc(N3CCOCC3)ccc2N)c(=O)c2ccccc12,4,-2,2,2,-1.2,-1,-2,1,24,1
Cc1ccc(CNC(=O)C(NS(=O)(=O)c2ccc3nc(C)sc3c2)C(C)C)cc1 (stereo not drawn),.,-17,-6,1,2.2,-5,-1,-1,3,-4
CCN1CCN(c2cc(=O)n(C3CCCCC3)c(=O)[nH]2)CC1,.,-10,-6,38,1.3,-3,-38,2,-6,1
CCS(=O)(=O)N1CCC2(CC1)OCCN2S(=O)(=O)c1ccc(C)cc1,0,-11,-7,-19,0.5,-3,19,-1,14,-8
Cc1ccc(C)c(OC(=O)c2cccc(S(=O)(=O)N3CCN(C)CC3)c2)c1,0,-1,1,-18,-2.1,-3,18,0,-6,-1
O=C(NCCN1CCOCC1)C1CC(=O)N(c2ccc(F)cc2)C1 (stereo not drawn),-3,-10,-10,.,0.3,-4,.,-1,-1,-26
COc1ccccc1OCC(=O)OCC(=O)NC1CCCCC1,1,-1,2,4,-1.6,-6,-4,2,7,-6
COc1cccc(C(=O)NC(=S)Nc2ccccc2N2CCCC2)c1,5,-6,1,-85,1.2,-2,85*,-8,20,-6
CCOC(=O)c1ccc(NC(=S)N2CCSC2c2ccc(OC)cc2)cc1 (stereo not drawn),-4,-3,-17,-18,-0.3,-11,18,-3,10,-15
Cc1cc(C)nc(SCc2ccc(F)cc2)n1,-3,2,-6,-1,0.2,-6,1,-4,20,-6
Cc1ccsc1/C=N/NC(=O)c1c[nH]c2ccccc12,.,0,6,0,0.3,1,0,-2,4,0
COc1cc(/C=N/NC2=NS(=O)(=O)c3ccccc32)ccc1OC(C)=O,-1,-10,12,20,3.0,-6,-20,-1,2,-1
CCOC(=O)c1c(C)[nH]c(C(=O)COC(=O)C(C)N2C(=O)C3CCCCC3C2=O)c1C (stereo not drawn),5,-5,-1,-30,1.3,0,30,2,0,-5
Cc1ccsc1C(=O)N(C)CC(=O)Nc1ccccc1Br,-2,4,3,13,-2.1,-2,-13,-2,32,9
CCOc1ccsc1C(=O)O,0,-2,0,34,0.0,7,-34,-2,-29,-2
Cc1ccc(O)c(NC(=S)NC(=O)/C=C/c2ccco2)c1,18,?,-6,-36,0.3,-7,36,1,-11,11
CC(C)c1c(O)c2c(n(-c3ccccc3)c1=O)CCCC2,-5,-11,1,39,1.8,-4,-39,1,-4,2
Cc1ccccc1S(=O)(=O)/N=C(/Nc1c(C)n(C)n(-c2ccccc2)c1=O)c1ccccc1,-1,-18,1,-5,5.5,-4,5,1,-4,2
CCOC(=O)N1CCC(Nc2c(Nc3ccc(C)c(C)c3)c(=O)c2=O)CC1,2,-17,-12,-20,1.6,2,20,0,1,-4
CN(C)S(=O)(=O)N(CC(=O)Nc1ccccc1F)c1ccccc1,-2,3,6,-2,0.2,-4,2,-1,7,4
O=C(c1cccc(Cl)c1)N1CCN(C2CCCCC2)CC1,0,-14,2,6,1.0,-1,-6,-2,9,-3
CCCNc1c(N)c(=O)c1=O,-2,-7,.,12,-0.6,-2,-12,.,-20,.
COC(=O)C1Cc2ccccc2CN1S(=O)(=O)c1ccc(F)cc1 (stereo not drawn),-6,-3,-2,0,0.7,1,0,-8,-9,-7
Cc1ccc(S(=O)(=O)N2CCC(C(=O)N3CC(C)OC(C)C3)CC2)cc1 (stereo not drawn),5,-15,10,11,0.0,-6,-11,-1,-9,0
Cc1ccc(-c2nnn(CC(=O)N(c3ccccc3)C(C(=O)NCC3CCCO3)c3ccc(Cl)cc3)n2)cc1 (stereo not drawn),-1,-1,7,5,-0.6,-5,-5,1,31,-8
Cc1cccc(NC(=O)CCC(=O)OCC(=O)c2ccc(Oc3ccc([N+](=O)[O-])cc3)cc2)c1,0,5,4,2,0.6,3,-2,-4,35,2
Cc1cccn2c(=O)c3cc(C(=O)NCc4ccc(F)cc4)c(=N)n(CC4CCCO4)c3nc12 (stereo not drawn),-1,-32,1,9,1.2,5,-9,2,-8,6
C/C(=N\NC(=O)CSc1nc2ccccc2o1)c1cccc(O)c1,-1,8,0,5,-0.9,1,-5,-1,24,2
Cc1ccc(CNC(=O)C2=NNC(=O)CC2)cc1,-3,-3,-12,5,0.7,-1,-5,0,7,-7
C#CCn1c(=O)cc(C)c2ccccc21,-2,8,-10,11,-0.1,-3,-11,0,19,-5
O=C(COC(=O)C1=COCCO1)Nc1ccc(F)c(F)c1,-2,8,-8,11,0.8,0,-11,-1,17,3
Cc1ccnc(NC(=O)CCC(=O)N(Cc2ccco2)C(C(=O)NC(C)C)c2ccc(F)cc2)c1 (stereo not drawn),-5,-6,-10,21,-0.9,1,-21,3,-8,0
CCCC1=C(C(=O)OCC)C(c2ccccc2OCC)NC(=O)N1C (stereo not drawn),9,-10,4,4,-1.4,-4,-4,1,10,-3
c1csc(C2=Nn3c(nnc3-c3ccncc3)SC2)c1,-4,-10,-6,7,2.3,1,-7,-2,-3,-2
CCOc1ccc(NC(=O)Cn2cncc2-c2ccc([N+](=O)[O-])cc2)cc1,-2,0,5,8,1.9,3,-8,0,5,6
O=C(Nc1ccncc1)C1CCN(S(=O)(=O)c2cccc(C(F)(F)F)c2)CC1,-5,-8,1,20,0.9,2,-20,4,19,-9
O=C(Nc1ccc(C(=O)N2CCCCC2)cc1)c1ccccc1Br,-1,-1,11,-6,0.5,3,6,1,17,-16
Cn1cc(C(C[N+](=O)[O-])c2ccccc2)c2ccccc21 (stereo not drawn),-1,-15,-1,.,.,3,.,0,27,-14
COC(=O)C1=C(NC(=O)COc2ccc(Cl)cc2Cl)CCS1,0,-5,-10,-31,0.2,-3,31,1,67*,-28
Cc1ccccc1OCCn1cc(/C(N)=N/O)c2ccccc21,1,8,10,-15,0.3,-1,15,-2,17,3

# Going on with the list.
SMILES,NSD2 inh,PvdQ inh,PKA-R2B activ,SR-BI DiI-HDL act,LANA DNA inh,Keap1-Nrf2 PPI,SR-BI HDL uptake,DAGLB inh,Arr AP2 block,RTF Ca sens inh
O=C(CCN1CCOCC1)NNC(=O)c1ccc([N+](=O)[O-])cc1[N+](=O)[O-],1,-3,-18,13,0.9,-3,-13,1,-5,-2
Fc1ccc(C2CC(c3ccco3)=Nc3ccccc3S2)cc1 (stereo not drawn),3,-3,-5,-12,-1.5,-2,12,-4,7,-5
Cc1cc(OCc2cc(C(=O)N3CCN(CC4CC4)CC3)no2)cc(C)c1Cl,3,-13,-7,-4,0.8,2,4,-2,3,1
Cc1ccc(/C=C/C(=O)O)cc1S(=O)(=O)N1CCC(Cc2ccccc2)CC1,.,-6,6,20,2.1,1,-20,2,7,-1
CCc1nnc(NC(=O)CSc2nnc(-c3ccc(O)cc3)n2C)s1,-1,5,-5,24,-1.9,-3,-24,-1,26,1
COc1ccc(-n2c(SCC(=O)Nc3ccccc3OC)nc(O)c(Cc3ccccc3)c2=O)cc1,38,8,-2,0,1.9,0,0,2,4,4
Cc1ccc(NC(=O)Cn2c(=O)cnc3ccccc32)cc1S(=O)(=O)N1CCCCC1,0,-10,5,-13,-3.7,-13,13,0,-1,-4
Nc1c(N=Nc2ccccc2F)c(=O)[nH]n1-c1ccccc1,17,-7,-4,6,-0.6,-4,-6,18,-5,8
CCOC(=O)Cn1nc(-c2ccccc2)nc1-c1ccccc1,-5,10,1,0,-1.7,-2,0,-4,-1,8

# Look-ups from the results shown.
# Under Keap1-Nrf2 PPI, CCOC(=O)Cn1nc(-c2ccccc2)nc1-c1ccccc1 has the entry -2
# Under DAGLB inh, Cc1cc(OCc2cc(C(=O)N3CCN(CC4CC4)CC3)no2)cc(C)c1Cl has the entry -2

# Source: PubChem BioAssay
